FEN1 inh – qHTS Assay for the Inhibitors of Human Flap endonuclease 1 (FEN1). actives 0.35% (n = 390,000). Potency, µM (top dose mostly 114 µM), without a hit: at the top dose activity change, negative = inhibition, actives largely listed as inhibitors. Recombinant FEN1 flap cleavage, fluorescence, 15 min; note: nearly all actives have a fitted effect of over 65% in size
Target sequence (P39748 whole entry, looked up): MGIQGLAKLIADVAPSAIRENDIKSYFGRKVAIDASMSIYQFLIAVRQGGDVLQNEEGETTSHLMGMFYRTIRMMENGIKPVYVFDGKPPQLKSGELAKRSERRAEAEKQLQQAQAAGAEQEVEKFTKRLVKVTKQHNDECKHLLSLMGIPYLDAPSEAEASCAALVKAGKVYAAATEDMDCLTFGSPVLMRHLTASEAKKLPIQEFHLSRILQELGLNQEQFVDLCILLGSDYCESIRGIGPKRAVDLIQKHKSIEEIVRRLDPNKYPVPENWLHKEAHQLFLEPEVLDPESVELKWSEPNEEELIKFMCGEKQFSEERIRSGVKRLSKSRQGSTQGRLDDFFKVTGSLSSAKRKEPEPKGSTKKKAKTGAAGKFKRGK
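Recombinant FEN1 (10 nM) was preincubated with pin-transferred compounds for 15 min at room temperature, then flap DNA substrate (50 nM final) was added. Plates were read at 0 and 15 min, and normalized concentration–response data were fitted to a four-parameter Hill equation.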
KAT2A inh – qHTS Assay for Inhibitors of GCN5L2; AID 504327, 2011; GCN5L2 HAT assay, ThioGlo1 CoA-SH fluorescence; Potency, µM (top dose mostly 58.9 µM), inactives show top-dose activity change, negative = inhibition, usual class: inhibitors; actives 0.21% (n = 390,000); Histone acetyltransferase KAT2A (Homo sapiens), Q92830
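Fluorescence readout, Ex340nm/Em540nm: ThioGlo1 (50uM final) reacts with free CoA thiol released as 20nM GCN5L2 acetylates H3(1-25) peptide (75uM) using acetyl-CoA (70uM). Compound and enzyme sat 15 min beforehand; 20 min room-temperature reaction.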
DT40 TDP1 CPT – qHTS for Inhibitors of human tyrosyl-DNA phosphodiesterase 1 (TDP1): qHTS in cells in presence of CPT; chicken DT40 Tdp1-/-;hTDP1 cells + 20 nM CPT, ATP luminescence, 48 h; Potency, µM (series often up to 46.2 µM), for inactives: top-dose activity change, negative = growth inhibition, most hits filed as inhibitors; actives 12% (n = 420,000); note: nearly all actives have a fitted effect of over 55% in size
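Cell growth measured by CellTiter-Glo luminescence after a minimum 48 h, 37 C compound exposure with 20 nM CPT in Tdp1-knockout DT40 cells stably expressing hTDP1, seeded 400/well; qHTS titration format.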
* = called active by the depositor; ? = inconclusive; . = no result given; & = joins results of further samples; [ ] = another dose, or the depositor's remark. Calls come from the whole dose curve; as a rule, active = well fitted curve in the direction sought with a large enough effect; inconclusive = small, poorly fitted or top-dose-only effect, or another doubt; inactive = no such curve, though single readings can be large; an effect the other way counts as inactive or inconclusive. % is set by controls: 0 for no effect and ±100 for the full control effect; potency is the fitted concentration of half-maximal effect. An excerpt. The share of hits here may be higher or lower than overall.

structure	DT40 TDP1 CPT	FEN1 inh	KAT2A inh
COc1ccc(OC)c(NC(=O)c2cccc3c2C(=O)N(C2CCCCC2)C3)c1	?	-17.8%&11.4%	-14.7%&-5.2%
C=CC[C@@H](CC(=O)N[C@@H](CO)Cc1ccccc1)C(=O)N[C@@H](COC(=O)[C@@H](CC=C)CC(=O)OC(C)(C)C)Cc1c[nH]c2ccccc12	20.6µM*	4.0%	-7.8%
O=C(CCCN1C(=O)/C(=C/c2cccs2)SC1=S)Nc1cccnc1	9.0%	1.3%	3.1%
COc1ccccc1CCc1nnc(CCC(=O)NCCCOc2cccnc2)o1	5.8%	-10.2%	-4.4%
O=[N+]([O-])c1ccc(Sc2ccccc2Cl)nc1	-28.6%	-13.3%	-8.2%
CC(C)NC(=O)CCS(=O)(=O)c1ccc(Br)s1	3.3%	-2.2%	-4.7%
CN(C(=O)COC(=O)CNC(=O)c1ccccc1Cl)c1ccccc1	23.9%	5.9%	-5.7%
Cc1ccc(-n2nnnc2SC(C)C(=O)Nc2ccc(Cl)cn2)cc1 (stereo not given)	?	6.6%	-15.8%
Fc1ccc(OCc2nc(-c3cccs3)no2)cc1	-8.6%	9.7%	0.2%
CC1(C)CC(=O)C(C(C2=C(O)CC(C)(C)CC2=O)c2ccc(O)c([N+](=O)[O-])c2)=C(O)C1	1.4%	79.4µM*	-15.6%
Cn1c(=O)c(-c2ccc(Cl)cc2)nc2cnc(N3CCNCC3)nc21	10.3µM*	.	?
CCSc1ccc2c(c1)N(CCCN1CCN(C)CC1)c1ccccc1S2	25.9µM*	-18.7%	-18.8%
CCc1cccc(C)c1NC(=O)Cn1nnc(-c2nc(-c3ccccc3F)no2)c1N	7.7%	-3.4%	?
C=C(C)CNC(=S)Nc1sc2c(c1C(=O)OCC)CC(C)(C)OC2	23.1µM*	8.0%	-1.2%
CS(=O)(=O)c1ccccc1-c1nnc(NC(=O)c2ccco2)o1	-0.9%	3.0%	1.6%
C=CCn1c2ccccc2c2nnc(SCC(=O)Nc3cc(C)on3)nc21	-15.4%	8.6%	-5.0%[0.501 µM]
N#Cc1cnn(-c2ncnc3sc(-c4ccccc4)cc23)c1N	-23.2%	-1.8%	.
CCOc1ccc(NC(=O)C(C)Sc2nnc3cc(C)c4ccccc4n23)cc1 (stereo not given)	?	13.6%	-0.1%
Cc1ccc(-n2nc(C)c(/C=N/NC(=O)c3cccs3)c2Cl)cc1	?	5.7%	0.4%
CCOC(=O)N1CCN(C(=S)NC(=O)c2cccc(OC)c2)CC1	6.4%	-0.4%	1.0%
COc1cc(OC)c(OC)cc1/C=C1\CC(C)C/C(=C\c2cc(OC)c(OC)cc2OC)C1=O (stereo not given)	18.4µM*	?	-12.7%
COc1cc(C2C3=C(CC(C)(C)CC3=O)Nc3c2c(=O)[nH]c(=O)n3Cc2ccccc2)ccc1O (stereo not given)	5.6%	0.0%	1.7%
CC(C)NC(=O)C(=O)NNC(=O)C12CC3CC(CC(C3)C1)C2	-11.4%	8.0%	-1.3%
COc1ccc(NC(=O)CCCc2nnc3n(CCC(C)C)c(=O)c4sccc4n23)cc1Cl	?	5.6%	-7.7%
Cc1cccc(N=NC(=S)NNc2cccc(C)c2)c1	?	-10.9%	.
Cc1ccn2c(C(=O)N/N=C/c3ccc(Cl)cc3)c(C)nc2c1	-8.1%	8.6%	-20.8%
COC(=O)[C@]1(C)N[C@H](c2ccc(-c3ccc(Cl)c(Cl)c3)c(OC)c2)[C@@H]2C(=O)N(C)C(=O)[C@@H]21	9.2µM*	-28.4%	?
COc1ccccc1C(CNC(=O)c1cccc(S(=O)(=O)N2c3ccccc3CC2C)c1)N(C)C (stereo not given)	?	12.5%	.
N#CC1=C(N)OC2=C(C(=O)CCC2)C1c1ccccc1 (stereo not given)	-10.4%	4.9%	0.9%
Cc1ccc(S(=O)(=O)Nc2ccc(OCC(=O)N3CCOCC3)cc2)c(C)c1NS(C)(=O)=O	-1.0%	3.5%	-2.6%
Cc1[nH]c2c(Cl)cccc2c1CCNC(=O)C1CCCCC1C(=O)OCC(F)(F)F (stereo not given)	13.9%	?	-0.4%
Cc1cc(C)n(Cc2ccc(C(=O)N/N=C/c3ccc(-c4ccc([N+](=O)[O-])cc4)o3)o2)n1	?	56.2µM*	-19.6%
CCC(CC)C(=O)Nc1cccc(/C(C)=N\NC(=O)c2ccc(C)s2)c1	-11.1%	-1.3%	-19.8%
C[C@@H]1CN(S(=O)C(C)(C)C)[C@H](CCO)/C1=C\c1ccccc1 (stereo not given in full)	-29.3%	-3.8%	.
COc1cc(NS(=O)(=O)c2ccc3c(c2)CC(C)N3C(=O)C2CCC2)cc(OC)c1OC (stereo not given)	.	-15.4%	-16.1%
CN1CCC(N(C)C(=O)c2cc(-c3ccc(F)cc3)nc3ccccc23)CC1	?	0.9%	-1.4%
CCCC1Oc2ccccc2C(=O)N(CC(=O)c2ccc3c(c2)OCCO3)C1=O (stereo not given)	-20.0%	-15.4%	-14.2%
COc1ccc(C2CC(=O)Oc3ccc(C(C)(C)C)cc32)cc1 (stereo not given)	3.9%	?	-19.0%
CCc1noc(C)c1C(=O)OCC(=O)N(C)c1c(N)n(Cc2ccccc2)c(=O)[nH]c1=O	-4.9%	-7.3%	-3.9%
CCOC(=O)C(CCCOc1ccc(C(C)CC)cc1)C(=O)OCC (stereo not given)	-2.7%	-16.9%	-15.0%

One compound at a time, from the list above:
Record of `CCc1noc(C)c1C(=O)OCC(=O)N(C)c1c(N)n(Cc2ccccc2)c(=O)[nH]c1=O` : DT40 TDP1 CPT = -4.9%; FEN1 inh = -7.3%; KAT2A inh = -3.9%
Record of `CN1CCC(N(C)C(=O)c2cc(-c3ccc(F)cc3)nc3ccccc23)CC1` : DT40 TDP1 CPT = ?; FEN1 inh = 0.9%; KAT2A inh = -1.4%

The results go on:
structure	DT40 TDP1 CPT	FEN1 inh	KAT2A inh
COc1cc2ccccc2cc1C(=O)N1CC(C)OC(C)C1 (stereo not given)	?	9.6%	.
CC(=O)Nc1ccc(NS(=O)(=O)c2ccc(OC(C)C(=O)N3CCOCC3)cc2)cc1 (stereo not given)	-1.8%	7.1%	1.1%
COc1ccc(CCNC(=O)CNS(=O)(=O)c2ccc(Br)s2)cc1OC	-18.7%	-10.5%	38.0%[activator]
O=C(COC(=O)/C=C/c1ccccc1Cl)NC1CCCC1	-8.4%	20.2%	-2.5%
O=C(Nc1cccnc1)c1cc2cc(Br)ccc2o1	?	-8.2%	-9.6%
Cc1ccc2occ(/C=N/NC(=O)[C@@H](N)Cc3ccccc3)c(=O)c2c1	-5.0%	-6.0%	-6.4%
O=C(Cn1nnc(-c2ccccc2)n1)NCC(=O)Nc1ccc(F)c(F)c1F	-4.3%	12.9%	-0.3%
O=C(NCc1ccc(F)cc1)c1cc(-c2ccc(Cl)cc2)n[nH]1	7.31µM*	-6.5%	-2.6%
Cc1ccc(-c2cc(-c3ccccc3O)nc(N/N=C/c3cccnc3)n2)cc1	16.4µM*	-2.7%	?
Cc1ccc2nc(COc3ccccc3NC(=O)COc3ccccc3Cl)cc(=O)n2c1	-5.2%	19.1%	-5.0%
CCCCCOC(=O)C1[C@H]2C(=O)N(c3ccccc3CC)C[C@]23C=C[C@H]1O3 (stereo not given in full)	-1.3%	-12.7%	1.7%
O=C(/C=C/c1ccccc1)Nc1cccc(C(=O)NCCCc2ccccc2)c1	?	-23.9%	.
Cc1cccc(C(=O)Nc2ccccc2C(=O)OCc2cc(=O)n3nc(C4CC4)sc3n2)c1	1.7%	-1.3%	-3.4%
COc1ccccc1N1CCN(C2CCC(C)CC2)CC1 (stereo not given)	-7.3%	20.7%	-12.0%
CCN(Cc1ccccc1)S(=O)(=O)c1cc(C(=O)NC2CCCCCC2)ccc1OC	23.1µM*	0.9%	-7.0%
Cc1nccn1CC1CCC2C(C1=O)c1ccccc1N2C (stereo not given)	16.9%	.	-23.7%
Cc1ccc(NC(=O)c2ccc(Cl)c(N3C(=O)C=CC3=O)c2)cc1	1.16µM*	-6.5%	17.8µM*
Cc1cc(OC(=O)c2cc(Br)ccc2Cl)c([N+](=O)[O-])c(=O)[nH]1	2.6%	6.4%	-10.2%
CCc1ccc(C(=O)NNC(=O)CCC2CCCCC2)cc1	18.0%	-9.5%	-3.4%
CCOc1ccc(NC(=S)NC(=O)c2c(Br)cnn2C)c([N+](=O)[O-])c1	20.6µM*	16.2%	-8.3%
Cc1nn(CC(=O)NCc2ccccc2F)c(C)c1[N+](=O)[O-]	25.5%	20.6%	-0.3%
CCOc1ccccc1C(=O)NCC(=O)NCCc1ccc(S(N)(=O)=O)cc1	2.2%	-3.0%	0.3%
COc1ccc(C(=O)Nc2ccncc2)cc1[N+](=O)[O-]	-29.2%	-2.7%	-1.1%
Cc1ccc(-n2c(=O)c3sccc3n(CC(=O)NC3CCCCC3)c2=O)cc1	1.9%	-0.8%	-3.6%

Five compounds out of the list, arranged by SMILES length, lowest first.
structure	DT40 TDP1 CPT	FEN1 inh	KAT2A inh
Cc1nn(CC(=O)NCc2ccccc2F)c(C)c1[N+](=O)[O-]	25.5%	20.6%	-0.3%
Cc1ccc(NC(=O)c2ccc(Cl)c(N3C(=O)C=CC3=O)c2)cc1	1.16µM*	-6.5%	17.8µM*
Cc1ccc(-n2c(=O)c3sccc3n(CC(=O)NC3CCCCC3)c2=O)cc1	1.9%	-0.8%	-3.6%
CCOc1ccc(NC(=S)NC(=O)c2c(Br)cnn2C)c([N+](=O)[O-])c1	20.6µM*	16.2%	-8.3%
Cc1cc(OC(=O)c2cc(Br)ccc2Cl)c([N+](=O)[O-])c(=O)[nH]1	2.6%	6.4%	-10.2%

Going on with the list.
structure	DT40 TDP1 CPT	FEN1 inh	KAT2A inh
Cc1ccc(S(=O)(=O)CCN2CCC(O)(c3ccccc3)CC2)cc1	0.0%	13.8%	-7.5%
CCc1ccc(C2=NN(c3ccc(S(N)(=O)=O)cc3)C(c3ccc(F)cc3)C2)cc1 (stereo not given)	18.4µM*	-6.9%	1.5%
CCOC(=O)[C@H]1[C@H]2COc3ccc(OC)cc3[C@H]2N2C(=O)CNC(=O)[C@@]12C	?	3.5%	3.5%
Cc1cc(=O)n(CC(=O)O)c2ccccc12	-12.7%	4.0%	1.3%
CCOc1ccc(S(=O)(=O)NNC(=O)c2cc3ccccc3o2)cc1	?	1.5%	-1.5%
Cc1cc(=O)[nH]c(SCc2cccc(Br)c2)n1	-18.4%	0.2%	-9.3%
CC#CC(=O)NC1CCCN(C2Cc3ccccc3C2)C1 (stereo not given)	-4.3%	-6.5%	1.9%
CCOCCCNc1nc(C(F)(F)F)nc2c1nnn2Cc1ccccc1Cl	18.4µM*	10.3%	-13.0%
Cc1ccc(NC2=C(Cl)C(=O)OC2OC(=O)c2ccco2)cc1 (stereo not given)	?	1.2%	-6.0%
COC(=O)c1ccc(COc2ccc(C3C4=C(CCCC4=O)Nc4onc(C)c43)cc2)cc1 (stereo not given)	?	-4.1%	?
CCN(CC(=O)Nc1ccc(S(N)(=O)=O)cc1)S(=O)(=O)c1cc(C)ccc1OC	12.0%	10.0%	-16.1%
O=C(NCC(=O)N1CCN(C(=O)c2ccccc2)CC1)c1ccccc1	0.9%	-3.1%	-0.1%
O=C(c1ccco1)N1CCN(c2ncccn2)CC1	21.0%	-2.3%	-4.7%
O=C(CN1CCN(S(=O)(=O)c2ccccc2F)CC1)N1CCc2ccccc2C1	4.7%	5.2%	-3.2%
O=C1CCC(C(=O)OCC(=O)Nc2cc(Cl)ccc2F)=NN1	-3.2%	0.9%	-0.6%
O=C(NC1CCCCC1)c1ccc2c(c1)N(Cc1ccccc1F)C(=O)c1ccccc1S2	?	4.8%	-6.9%
COc1ccc(S(=O)(=O)Nc2cccc3c2O[C@@H](CN(C)Cc2ccc(C(=O)O)cc2)[C@@H](C)CN([C@H](C)CO)C3=O)cc1	-27.3%	5.9%	-2.7%

Bioassay records from PubChem BioAssay.
